High-throughput results (PubChem)
GSIS activator: GLuc luminescence reporter in INS-1E cells, primary screen for activators of glucose-dependent secretion of insulin. hit rate 0.61% among 370,000. INS-1E GLuc reporter insulin secretion, 2-3 h. activation, % at 16.6 µM;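 active = lowest replicate activation of at least 40%, so every replicate reaches that level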;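 note: 0% = median of neutral control wells and 100% = median of IBMX positive control wells; some compounds called inactive have numbers as strong as hits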
Statin myotox sup: suppressors of statin myotoxicity in C2C12 myotubes, primary screen, cell-based, single point, plate reader. C2C12 myotubes + simvastatin, ATP luminescence, 48 h; scaled: DMSO 0, geranylgeraniol control 100. rescue of ATP level, % at 7.49 µM. hit rate 0.78% among 330,000;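 active = mean ATP rescue above about 67%, or every replicate alone reaching that limit, limit read from the data, passing the limit was not always enough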;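 note: myotubes were challenged with 10 µM simvastatin during compound exposure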
Cneo AK release: Cryptococcus neoformans cell lysis inducers, primary screen, AK release luminescence, single concentration | hit rate 0.2% among 360,000 | lysis activity, % at 15 µM | C. neoformans lysis, adenylate kinase release luminescence, 4 h; normalised: neutral wells 0, clomiphene wells 100;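 active = mean lysis activity across replicates of at least 80%, whatever share of replicates individually reach that level; inactive = mean lysis activity below 80%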
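Assay system: Cryptococcus neoformans yeast cells / Dosing: single-point compound dose / Timing: 4 h at 37 °C static, read 1 h later / Measured by: luminescence of released adenylate kinase using an AK detection reagent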
miR-122 sensor: miR-122 Renilla sensor signal increase in Huh7, primary screen, miR-122 inhibitor project, cell-based, single point, plate reader; Huh7 miR-122 Renilla luciferase sensor, 48 h; neutral wells = 0, positive control = 100; activation (reporter increase), % at 12.5 µM; hit rate 0.3% among 340,000; AID 602342, 2012;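 active = mean replicate activation score at least 90 and every replicate individually at or above 90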;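 note: higher luciferase means less miR-122 activity so hits act as miR-122 inhibitors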
FN deposit inh: inhibitors of fibronectin matrix deposition, primary screen, AH1F cells, Alexa488-fibronectin fluorescence, plate reader; AH1F fibroblasts, overnight; inhibition, % at 12.6 µM; hit rate 0.086% among 350,000;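 active = mean inhibition across replicates of 30% or more, regardless of how many single replicates reach that level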;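 note: positive control wells lacked labelled fibronectin entirely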
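Schedule: 1 h cell adhesion before compound, then overnight fibronectin incubation; test system: AH1F fibroblast monolayer depositing Alexa488-labelled fibronectin into matrix; quantity: 10000 AH1F cells per well; probe or stimulus: fluorescent fibronectin at 24 nM final; signal: fluorescence, ex 485 nm, em 525 nm; evaluation: percent inhibition as loss of matrix-bound fibronectin fluorescence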
PGC1a acetyl inh: inhibitors of PGC1a acetylation signal, primary screen, cell-based, U2OS, AlphaScreen, inhibitor mode; hit rate 0.17% among 350,000; inhibition, % at 15.6 µM; AlphaScreen anti-acetyl-lysine; with virally co-expressed GCN5 acetyltransferase;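 active = every replicate shows inhibition of at least 40%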;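 note: 0% = neutral control wells and 100% = positive control wells; some results beyond the cut were filed as inactive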
CFTR F508del cor: F508del CFTR correction, initial screen, CFBE line, single point. CFBE cells, YFP halide quenching; stimulated with forskolin plus potentiator P3; % fluorescence drop versus neutral controls. activity (quench increase), % at 7.58 µM. AID 720511, 2013. hit rate 0.36% among 350,000;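 active = mean added fluorescence quench of at least 8% versus neutral control, with both replicates also reaching 8%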;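 note: cells transiently co-express mutant CFTR-F508del with the halide-sensitive YFP; corrector assay measuring rescue of mutant channel to the surface after 24 h compound exposure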
PglD inh: C. jejuni PglD acetyltransferase inhibitors, primary screen, biochemical, DTNB colorimetric, single point; UDP-N-acetylbacillosamine N-acetyltransferase PglD (Campylobacter jejuni); purified PglD enzyme, DTNB colorimetric CoA detection; inhibition, % at 12.5 µM; hit rate 0.098% among 360,000; AID 602405, 2012; in the data active = inhibition above about 16%, passing the limit was not always enough; note: strong numbers were not always called active
Starred values were filed as active, the others as inactive; x = not tested or not shown; & = joins results of further samples; [ ] = another dose, or the depositor's remark.

SMILES	GSIS activator	Statin myotox sup	Cneo AK release	miR-122 sensor	FN deposit inh	PGC1a acetyl inh	CFTR F508del cor	PglD inh
CN(C(=O)c1ccccc1)C1(C)CCS(=O)(=O)C1 (stereo not drawn)	x	7	-1	-6	x	3	x	-9
CCCNC(=O)Nc1ccc2c(c1)OC[C@H](C)N(C(=O)c1ccccc1F)C[C@H](C)[C@@H](OC)CN(C)C2=O	0	x	x	x	-9	0	-0.7	x
COc1cccc(OCCNS(=O)(=O)c2cccc([N+](=O)[O-])c2)c1	-7	0	2	1	12	2	1.2	3
S=c1nc(C2CC2)[nH]c2ccccc12	44	-1	8	-7	x	7	x	-6
COc1ccc(Cc2nnc(NC(=O)c3ccccc3F)s2)cc1	-1	3	1	0	-5	-6	1.7	-11
C=CCn1c(SCC(=O)NC2CCCC2)nc2sc(C)cc2c1=O	-4	5	0	0	0	0	2.4	-2
COc1ccc(N(CC(=O)Nc2ccc(F)c(F)c2)S(=O)(=O)c2c(C)[nH]c(=O)[nH]c2=O)cc1	19	8	-1	3	2	-1	1.3	-3
N#CCc1ccccc1C(=O)OCC(=O)N(Cc1ccccc1)Cc1ccccc1	-3	1	1	4	-5	-2	-0.5	13
CCc1ccccc1NC(=O)CN1CCN(C(=O)CNC(=O)c2ccc(-c3ccccc3)cc2)CC1	-28	-3	-1	-8	4	0	5.0	2
CC(=O)Nc1ccccc1N(C)S(=O)(=O)c1ccc(C)cc1	x	-20	2	13	11	9	x	x
C[C@H]1CN([C@@H](C)CO)C(=O)Cc2cc(NS(=O)(=O)c3cccs3)ccc2O[C@H]1CN(C)C(=O)Nc1ccc2c(c1)OCO2	6	-30	57	14[16.7 µM]	x	10	-3.3	6
Cc1ccc(NC(=O)/C(=C\c2ccco2)NC(=O)c2ccco2)cc1	-7	5	x	2	1	-2	-1.7	x
CC(C)c1ccc(N2C(=O)CC(NNC(=O)c3cccnc3)C2=O)cc1 (stereo not drawn)	1	x	-5	-3	3	12	-0.7	6
CC(CCOS(N)(=O)=O)c1ccccc1 (stereo not drawn)	x	x	0	3	x	15	x	0
CCCN(C)C[C@H]1OCCCC[C@@H](C)Oc2ccc(NS(=O)(=O)c3cn(C)cn3)cc2C(=O)N([C@@H](C)CO)C[C@@H]1C	-7	-18	44	-3[16.7 µM]	x	9	-3.4	-2
O=C(C[C@@H]1C[C@@H]2c3cc(NS(=O)(=O)c4ccc(F)cc4)ccc3O[C@@H]2[C@H](CO)O1)NCc1ccc(-c2ccccc2)cc1	-15	-146	-2	26[16.7 µM]	16	-6	-1.3	1
CCCC#Cc1ccc2c(c1)O[C@H](CN(C)C(=O)CN(C)C)[C@H](C)CN([C@@H](C)CO)S2(=O)=O	-12	-7	x	-18[16.7 µM]	5	-2	-0.4	x
CO[C@H]1CN(C)C(=O)c2cc(NS(=O)(=O)CC(F)(F)F)ccc2OC[C@@H](C)N(Cc2cccnc2)C[C@H]1C	-1	0	0	x	x	6	1.9	-1
CN(Cc1cnn(C)c1)Cc1nc(COc2ccccc2)no1	-8	7	2	-3	4	0	0.0	-1
O=C(NC1CCCCC1)N1CC2(C1)[C@@H](c1ccccc1)[C@@H](CO)N2CC1CC1	-3	x	x	x	-1	-1	1.1	x
Cc1nc(/N=C(\N)N(C)C)[nH]c(=O)c1C	0	-1	-2	-2	6	x	1.5	-1
CC(NC(=O)CN1C(=O)NC2(CCCC2)C1=O)c1ccc2ccccc2c1 (stereo not drawn)	-10	-6	1	-8	-17	1	1.6	-5
COc1ccc(N2CCN(S(=O)(=O)c3ccc(C(=O)NC4CCCC4)cc3)CC2)cc1	10	8	0	x	x	-18	-1.9	-2
O=C(Nc1cccc(Cl)c1N1CCCC1)c1ccc(Br)o1	x	5	2	-1	6	-17	x	-2
C[C@@H](NCCCn1cnc2c(OCc3ccccc3)ncnc21)c1cccc2ccccc12	-9	-5	4	-12	-3	2	-0.2	-2

Going on with the list:
SMILES	GSIS activator	Statin myotox sup	Cneo AK release	miR-122 sensor	FN deposit inh	PGC1a acetyl inh	CFTR F508del cor	PglD inh
CC[C@@H](C)[C@@H](C(=O)N1CCNCC1)n1cc(CCC(=O)O)nn1	10	10	8	-1	0	12	5.3	6
CCCN(C)C[C@H]1OCCCC[C@H](C)Oc2ccc(NC(=O)c3ccccc3)cc2C(=O)N([C@@H](C)CO)C[C@H]1C	3	8	1	-2[16.7 µM]	x	0	-0.1	3
O=C(C[C@H]1C[C@@H]2c3cc(NS(=O)(=O)c4ccccc4)ccc3O[C@@H]2[C@@H](CO)O1)NCC(F)(F)F	-10	-1	1	-1[16.7 µM]	-20	-4	3.6	4
Cc1cc(=O)oc2c(C)c(OCC(=O)N3CCN(c4ccccc4)CC3)ccc12	-15	5	4	4	-8	0	2.0	1
NC(=O)Nn1c(CCC(=O)O)ccc1-c1ccc(F)cc1	x	4	-2	4	-18	-7	x	-2
O=C1NCCN/C1=C\C(=O)c1ccccc1	8	11	0	-1	x	7	-1.0	1
C[C@H](CO)N1C[C@H](C)[C@@H](CN(C)S(=O)(=O)c2ccccc2)Oc2ccc(NC(=O)Cc3ccccc3)cc2C1=O	3	11&-18	-4&-4	-6[16.7 µM]	-14	-10	4.4&-0.8	3&-2
CNC[C@H]1Oc2c(NC(=O)C3CCCCC3)cccc2C(=O)N([C@@H](C)CO)C[C@@H]1C	9	-8	7	5[16.7 µM]	-5	23	-1.2	-2
C[C@H]1CN([C@@H](C)CO)C(=O)c2cc(NS(=O)(=O)c3ccc(Cl)cc3)ccc2O[C@@H]1CN(C)Cc1ccc(-c2ccccc2)cc1	8	x	0	-4[16.7 µM]	x	-10	2.4	2
Cc1cc(C)nc(SCc2cc(=O)c(OC(=O)c3ccc(S(=O)(=O)N(C)C)cc3)co2)n1	-5	x	1	2	0	-1	x	2
CC(C)CNC(=O)c1nn(Cc2ccccc2)c(=O)c2ccccc12	18	-2	-1	7	2	x	1.2	-3
Cc1nn(C)c(Cl)c1CN1CCCC(CCC(=O)NCc2ccccc2F)C1 (stereo not drawn)	1	x	x	x	9	0	1.0	x
CCOC(=O)c1ccc(S(=O)(=O)Nc2cc(S(=O)(=O)Nc3ccc(OC)cc3)ccc2O)cc1	-17	-3	1	2	0	8	0.0	-13
CCOc1ccccc1N(CC(=O)NC1CCCCC1)S(=O)(=O)c1ccc(C)cc1	-21	-42	5	x	-4	x	-2.2	2
O=C(C1=C[C@@H](c2coc3ccccc3c2=O)C[C@@H](OCCCCO)O1)N1CCN(Cc2ccc3c(c2)OCO3)CC1	-29	-5	-2	-7	1	x	1.3	6
CCC(COC)Oc1cc(NCc2ccccc2)c2ncn(C(C)C)c2c1 (stereo not drawn)	-43	-56	2	x	0	x	6.1	2
Cc1cccnc1NC(=O)CNC(=O)c1cccs1	13	-12	x	2	-1	x	0.6	x
CCOc1ccc(/C=N/NC(=O)c2ccc(O)cc2)cc1CN1CC2CC(C1)c1cccc(=O)n1C2 (stereo not drawn)	-13	11	-2	-2	x	-14	0.8	1
Cc1cccc(C(=O)NCC(=O)N2CCOCC2)c1	7	x	-1	x	x	x	-0.6	-1
O=C(COC(=O)/C=C/c1ccc(Cl)cc1)NC1CCCCCC1	x	-1	8	x	2	1	-3.8	1
COc1cccc(/C=N/Nc2ncnc3scc(-c4ccccc4)c23)c1OC	26	-9	-3	6	x	-7	-1.6	5
CCN(CC(=O)Nc1ccc(OC)cc1)C(=O)c1ccc(NS(=O)(=O)c2ccc(C(C)=O)cc2)cc1	5	x	x	6	-4	6	-1.1	x
C(=C\c1ccccc1)/CSc1nnc(-c2ccccn2)n1Cc1ccco1	-10	-10	-2	x	x	x	x	-4
CCc1cccc(CC)c1NC(=O)COC(=O)CC1c2ccccc2CCN1S(=O)(=O)c1ccccc1 (stereo not drawn)	-23	x	-3	-4	-2	-4	x	4
COc1ccc2c(c1)N(S(=O)(=O)c1ccccc1)CCC2=O	28	-4	3	-1	0	-9	x	-4

Continued.
SMILES	GSIS activator	Statin myotox sup	Cneo AK release	miR-122 sensor	FN deposit inh	PGC1a acetyl inh	CFTR F508del cor	PglD inh
COc1ccccc1NC(=O)c1ccc(NC(=O)COC(=O)C2CC2C)cc1 (stereo not drawn)	-8	x	-3	2	x	-11	x	-2
Cc1ccc(OCC(=O)NC2CC(C)(C)NC(C)(C)C2)c(C)c1	9	4	-1	2	-6	2	x	8
COc1ccc(N2CCN(C(=O)CSc3nnc(-c4cc5ccccc5cc4O)n3C)CC2)cc1	x	1	-1	-3	16	14	x	-2
CCCNC(=O)C1(C)CCN(C(=O)c2ccc3c(c2)CCO3)C1 (stereo not drawn)	8	-1	4	-2	1	-7	3.8	4
O=C(Nc1ccccc1F)N1C[C@H]2[C@@H](c3ccccc31)[C@@H](CO)N2C(=O)Nc1ccccc1	-15	7	2	-17[16.7 µM]	x	-7	2.8	-3
CC(C)CC#Cc1cnc2c(c1)C(=O)N([C@@H](C)CO)C[C@@H](C)[C@H](CN(C)C(=O)CC1CC1)O2	-15	-2	-4	-7[16.7 µM]	x	10	-4.6	-2
CC[C@@]1(C(=O)OC)N[C@H](CN(C)C(=O)NC(C)C)[C@@H]2C(=O)N(Cc3ccccc3)C(=O)[C@@H]21	17	7	-1	x	1	x	-2.9	-5
C#CCOCCOCCOCCNc1nc(N2CCN(C(=O)[C@H]([C@@H](C)O)n3cc(CCCCN)nn3)CC2)nc(N2CCN(C(=O)[C@H](CCCCN)n3cc(CC(C)O)nn3)CC2)n1 (stereo partly drawn)	6	10	-1	-5	-2	-5	0.4	-1
C=CCOc1ccccc1CN1CCC(Cc2ccccc2)CC1	-5	-16	2	-2	1	1	0.8	0
O=C(CN(C(=O)c1csnn1)c1ccc(F)c(Cl)c1)NCc1ccc2c(c1)OCO2	-12	-6	1	6	2	-2	1.3	0
O=C(COC(=O)c1cc(NS(=O)(=O)c2cccs2)ccc1O)Nc1ccc(F)c(F)c1F	-32	6	-4	6	7	-8	3.1	0
O=S(=O)(c1ccc(F)cc1)N1CCN(CC2CC3C=CC2C3)CC1 (stereo not drawn)	-2	-10	-2	4	-1	-1	1.0	5
COc1ccc(S(=O)(=O)N2CCOCC2)cc1NC(=O)c1cccc2c(=O)c(C)c(-c3ccccc3)oc12	19	-138	1	2	-9	-11	-0.6	4

Arranged by value in GSIS activator (high to low): three from the list above
Molecule	GSIS activator	miR-122 sensor	PGC1a acetyl inh	CFTR F508del cor	PglD inh
COc1ccc(S(=O)(=O)N2CCOCC2)cc1NC(=O)c1cccc2c(=O)c(C)c(-c3ccccc3)oc12	19	2	-11	-0.6	4
O=C(CN(C(=O)c1csnn1)c1ccc(F)c(Cl)c1)NCc1ccc2c(c1)OCO2	-12	6	-2	1.3	0
CC(C)CC#Cc1cnc2c(c1)C(=O)N([C@@H](C)CO)C[C@@H](C)[C@H](CN(C)C(=O)CC1CC1)O2	-15	-7[16.7 µM]	10	-4.6	-2
